Compound activity (PubChem BioAssay)
NR5A2 inv ag – suppresses constitutive activity of human LRH-1; O00482; HEK293T StAR-luciferase reporter, LRH-1 transfected, 24 h; inhibition, % at 3.6 µM; hit rate 0.13% among 360,000;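 active = inhibition above the mean inhibition of all tested compounds plus 3 SD, cut at about 73% in these data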;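 also: 0% = DMSO wells and 100% = reporter-only cells lacking LRH-1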
NR2F2 inh – blocks human COUP-TFII nuclear receptor. HEK293T NGFI-A luciferase reporter, luminescence. inhibition, % at 8.6 µM. hit rate 0.7% among 370,000. AID 686940;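 active = inhibition above a per-plate cutoff, mean inhibition of test wells between control levels plus 3 SD, cut at about 38% in these data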;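 also: cells cotransfected with COUP-TFII expression vector driving the NGFI-A reporter; 0% = median of COUP-TF2 test wells and 100% = reporter-only cells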
C8 TRAIL sens – sensitizes caspase-8 expressing cells to TRAIL; inhibition (viability loss, TRAIL sensitization), % at 10 µM; NB7+C8 cells + TRAIL, ATPlite viability luminescence; hit rate 1% among 360,000; AID 624354;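 active = compounds causing at least 50% loss of cell viability in the single-dose screen, relative to plate controls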
LMP1 NFkB inh – inhibitors of Epstein-Barr LMP1-induced NF-kappaB reporter; inhibition, % at 12.5 µM; hit rate 0.69% among 350,000; LMP1-induced NF-kappaB luciferase reporter cells, luminescence; in the data active = inhibition above about 41%;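 also: 0% = neutral control wells and 100% = reference inhibitor control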
TROY signal inh – inhibitors of TROY-dependent NF-kB signaling; Q293 LMP1-TROYcd NF-kB luciferase reporter, 4 h; AID 1347056; hit rate 0.98% among 360,000; inhibition, % at 10 µM;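 active = compounds whose plate-normalised and pattern-corrected inhibition of the luciferase reporter signal at the single screening dose is 50% or more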
CF NFkB inh – blocks PAF-induced NF-kB reporter in cystic fibrosis cells; KKLEB NF-kB-GFP reporter, GFP fluorescence overnight; inhibition, % at 5 µM; hit rate 0.86% among 360,000; AID 588850;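 active = at least 50% inhibition at 5 µM, scaled per plate between neutral and stimulator controls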;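 also: PAF is a Pseudomonas aeruginosa culture filtrate used as stimulus; plate controls were PAF-stimulated DMSO wells for no effect and unstimulated DMSO wells for full effect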
SRC3 inh – inhibitors of human steroid receptor coactivator 3 (SRC3); Q9Y6Q9; HEK293 GAL4-SRC3 luciferase reporter, luminescence; inhibition, % at 3.6 µM; hit rate 0.17% among 360,000; AID 588352;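 active = inhibition above a per-campaign cutoff, the mean of all compounds plus 3 SD, cut at about 60% in these data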;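 also: 0% = DMSO-treated cells and 100% = gossypol-treated cells at 36 µM; higher means less SRC3-driven luciferase light from the GAL4 reporter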
NCOA2 inhibitor – human SRC2 (NCOA2) inhibition; HEK293 GAL4-SRC2 luciferase reporter, luminescence; inhibition, % at 9 µM; hit rate 0.17% among 370,000; AID 651957;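 active = inhibition above the mean inhibition of all tested compounds plus 3 SD, set per campaign, cut at about 52% in these data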;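 also: 0% = DMSO treated cells and 100% = cells given Gossypol at 36 µM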
KKLEB tox – reduces viability of KKLEB cystic fibrosis airway cells; KKLEB CF airway cells viability, ATPlite luminescence, overnight; stronger effect = lower value; cells stimulated with P. aeruginosa culture filtrate; activity change (cytotoxicity), % at 5 µM; hit rate 0.36% among 360,000; AID 602141;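 active = corrected activity change at or below -50% at 5 µM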
SRC1 inh – inhibitors of human steroid receptor coactivator 1 (SRC1); Q15788; HEK293 GAL4-SRC1 luciferase reporter, luminescence; inhibition, % at 3.6 µM; hit rate 0.12% among 360,000;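 active = inhibition above the campaign mean plus 3 SD, with each screening campaign given its own cutoff, cut at about 60% in these data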;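 also: 0% = DMSO treated cells and 100% = gossypol at 36 µM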
TWEAK Fn14 block – blocks TWEAK-Fn14 interaction in a reporter cell assay. hit rate 2% among 360,000. AID 1159606. TWEAK-stimulated Fn14 reporter cells, luciferase luminescence, 8 h. inhibition, % at 10 µM; in the data active = inhibition above about 50%
* marks the source's active call; other numbers are inactive results; nt = not tested or not shown.

SMILES	NR5A2 inv ag	NR2F2 inh	C8 TRAIL sens	LMP1 NFkB inh	TROY signal inh	CF NFkB inh	SRC3 inh	NCOA2 inhibitor	KKLEB tox	SRC1 inh	TWEAK Fn14 block
CC(=O)OC[C@@H]1CN(Cc2ccccc2)C[C@H](n2ccc3c(N)ncnc32)O1	-4.5	2.9	-7.6	nt	5.0	5.9	-10.9	-3.4	0.2	6.9	2.2
Cc1ccc(C(=O)OCC(=O)Nc2ccc3[nH]c(=O)[nH]c3c2)cc1S(=O)(=O)N1CCOCC1	-18.0	-12.0	-7.2	-10.0	11.0	13.7	-3.0	-38.1	-17.9	-10.5	-1.9
COc1ccc(NS(=O)(=O)c2cc(NS(=O)(=O)c3cccs3)ccc2C)cc1	-2.0	-6.9	16.7	8.4	-7.8	-20.4	-0.3	-5.0	24.4	-35.0	-21.1
CCN(CC)CCNC(=O)c1ccc2c(c1)NC(=O)c1ccccc1S2	-24.7	6.3	-5.9	nt	20.8	7.3	12.8	-75.0	-2.9	12.4	21.7
CCCC[C@H](CN[C@@H](CNC)[C@H](C)CC)NCCC12CCC(CC1)C2	0.4	-6.9	10.6	-0.8	-20.0	-11.7	-2.3	-12.4	-1.4	-19.6	-10.9
O=C1CCCC(=O)C1=C1SCCCS1	-5.2	-1.1	-1.3	-5.4	-3.4	-10.1	1.0	-17.9	-9.9	3.6	18.0
CC(C)C(=O)Nc1cccc(NC(=O)c2cc3ccccc3o2)c1	-94.7	-47.3	14.4	-12.1	-66.3	3.7	-43.1	-43.7	-0.9	-43.2	-2.2
Cc1ccc(N2C(=O)[C@@H]3[C@H](C2=O)[C@H]2C=C(C(=O)c4ccccc4)C=CN2[C@@H]3C(=O)c2ccc(Cl)cc2)cc1	11.1	-1.0	2.9	5.2	-18.3	-14.6	0.8	2.1	2.4	-36.0	20.7
O=C(Nc1nccs1)c1ccc2c(c1)OCO2	-68.5	-57.1	24.9	-7.8	-14.7	3.3	-79.3	-58.9	0.6	-88.6	-8.0
CC(=O)Nc1c(I)c(C(=O)N[C@H]2C(O)O[C@H](CO)[C@@H](O)[C@@H]2O)c(I)c(N(C)C(C)=O)c1I (stereo partly drawn)	-6.3	6.0	-6.8	1.2	6.5	0.5	-0.3	-15.3	-1.2	-11.8	3.0
CS(=O)(=O)N1CCC(C(=O)N2CCN(C(c3ccccc3)c3ccccc3)CC2)CC1	9.5	-2.0	-8.3	-6.7	8.6	-0.6	5.5	-12.6	-5.8	-10.5	-14.9
O=C(Nc1ccc2nc(-c3cccs3)[nH]c2c1)c1ccco1	-50.9	-39.3	47.8	-9.8	-35.0	-34.2	-50.6	-68.7	4.8	-70.3	-14.2
COc1ccc(C(=O)NCCCNC(=O)c2ccc(C)nc2)cc1	4.0	-1.4	11.6	-5.5	-18.9	-25.4	10.1	-9.8	9.2	0.7	7.8
COc1ncnc2c1ncn2CCCNCc1ccco1	17.1	-8.8	-4.4	-0.6	-6.2	-3.6	-12.9	2.9	1.5	-13.1	31.8
O=C(Nc1c(Cl)cccc1Cl)c1ccc(-c2ccccc2)cc1	-4.3	-41.7	3.6	-13.7	-19.3	-11.7	-6.7	-34.5	-5.5	-0.7	-27.4
Cc1ccc2nc(-c3cccnc3)cc(C(=O)N3CCN(c4ccc([N+](=O)[O-])cc4)CC3)c2c1	2.2	1.8	30.0	5.0	-16.8	2.8	-8.2	-16.2	-21.0	-2.9	21.1
CC1(C)Cc2c(cnn2-c2cccc(F)c2)C(NC(=O)c2ccc[n+]([O-])c2)C1 (stereo not drawn)	-1.7	-0.8	-19.0	0.2	-15.6	24.3	1.8	1.6	-12.3	1.5	-3.2
CCOC(=O)C1(C)CCN1C(=O)c1cc(F)cc(F)c1 (stereo not drawn)	6.9	-19.4	-5.3	nt	4.8	-11.2	-4.0	-1.3	-8.1	-11.0	3.9
Cn1ccnc1SCc1nc2c(cnn2-c2ccccc2)c(=O)[nH]1	17.5	3.5	-4.0	-1.3	6.7	-3.5	14.1	-3.8	2.4	14.2	-8.2
O=C(Nc1c(C(=O)NCc2ccco2)cnn1-c1ccccc1)c1ccc(F)cc1	15.5	14.3	6.0	-0.7	4.1	14.4	7.7	2.3	-8.6	5.2	4.4
CCOCCCNC(=O)Cc1cc(=O)[nH]c(=O)[nH]1	-0.7	-15.5	-13.3	3.6	2.5	-6.7	2.3	-44.3	13.7	-1.6	7.8
O=C(Nc1nnc(-c2ccccc2)o1)c1cc(-c2cccs2)nc2ccccc12	-27.6	10.1	20.8	7.3	-10.0	-17.8	-19.4	-14.5	12.1	-23.0	-49.2
CCOC(=O)c1ccc(N2C(=O)c3n[nH]c(C)c3C2c2ccc(OC)c(OC)c2)cc1 (stereo not drawn)	13.8	-1.5	-6.6	3.1	15.5	1.8	14.3	-18.9	7.7	-19.8	0.1
N#Cc1cc([N+](=O)[O-])ccc1NCC1CCCO1 (stereo not drawn)	8.6	-7.8	22.1	0.7	-8.6	20.3	11.8	-12.0	-6.6	16.9	9.6
CC(=O)N/C(=C\c1ccccc1)C(=O)Nc1ccccc1C	-6.7	-2.8	-1.3	6.0	-15.2	-7.1	12.7	-10.8	-2.6	-3.8	13.7
Remaining list, next part
SMILES	NR5A2 inv ag	NR2F2 inh	C8 TRAIL sens	LMP1 NFkB inh	TROY signal inh	CF NFkB inh	SRC3 inh	NCOA2 inhibitor	KKLEB tox	SRC1 inh	TWEAK Fn14 block
COCCn1c(C)nnc1SCC(=O)NNC(=O)c1ccc(Cl)cc1	-3.8	-2.1	11.9	-5.4	-0.9	12.3	-3.8	0.9	-12.5	-38.0	-9.4
COc1cc(/C=N/NC(=O)c2cncc(Br)c2)cc([N+](=O)[O-])c1O	-3.1	10.9	-2.0	-4.8	-19.5	10.5	6.0	-17.4	-25.1	-4.6	21.0
CCOc1ccc2nc(NC(=O)C3CCN(c4cnccn4)CC3)sc2c1	12.2	3.7	4.6	3.8	-13.9	-2.0	9.7	-2.4	5.8	1.7	-12.2
COC(=O)CNC(=O)C1(C)C=CCN1C(=O)c1ccccc1 (stereo not drawn)	-82.8	-34.1	-3.0	-12.2	-69.1	20.7	-26.6	-12.1	15.6	-24.5	-21.1
COc1ccc(N(CC(=O)N2CCc3ccccc32)S(=O)(=O)c2c(C)noc2C)cc1	13.7	-19.0	19.0	4.0	-7.1	12.4	4.2	-8.8	-1.8	0.3	17.3
Cc1noc(C)c1COc1cccc(C(=O)Nc2ccc(C#N)cc2)c1	9.4	5.9	-17.9	-5.0	13.0	-10.1	5.0	0.5	0.9	1.6	9.5
O=C(O)CCn1nnc2ccccc21	-12.2	1.8	-14.2	11.0	4.4	-3.3	7.4	-18.4	14.2	-13.8	-9.4
O=C(COC(=O)/C=C/c1cccc(Cl)c1)NCc1cccs1	-2.1	-21.7	-9.0	-1.8	-10.5	-9.4	5.6	-8.9	12.5	-4.2	-7.6
Cc1cccc(COc2ccc(/C(O)=C3\C(=O)C(=O)N(CCN(C)C)C3c3ccncc3)cc2)c1 (stereo not drawn)	-39.5	nt	-18.7	-3.7	-54.4	8.0	-1.3	nt	2.6	-9.4	2.0
N#Cc1cccc(Nc2c3c(nc4ccccc24)CCCC3)c1	-10.1	-2.8	1.7	-12.3	9.3	-32.6	1.1	11.7	-10.9	-4.2	-20.6
CC(=O)Oc1ccc2oc(/C=C/N(C)C)c([N+](=O)[O-])c2c1	-21.6	-14.6	-5.0	4.6	-55.7	-7.6	-15.1	-31.3	-19.5	-17.4	-13.2
CCOc1ccccc1NC(=S)N1CCC(c2nc3ccccc3o2)CC1	4.4	5.8	-7.6	2.9	-0.7	-1.4	3.4	-7.4	-1.7	12.7	0.5
O=C(NCc1ccccc1F)C1CC(=O)N(Cc2ccco2)C1 (stereo not drawn)	-0.9	-2.4	1.5	-4.1	7.9	-29.4	0.5	-4.9	-4.2	6.3	0.0
CN1CCc2c(sc3c2C(=O)NC(/C=C\c2ccccc2)N3)C1 (stereo not drawn)	-12.6	-7.6	-4.8	nt	-7.5	-16.9	-13.2	-18.9	5.5	-12.8	13.8
CCOC(=O)Cc1c(C)c2c(C)[nH]nc2oc1=O	-9.2	2.8	15.9	-2.4	-13.7	-3.9	-4.4	15.9	-15.8	-11.7	8.1
CCc1ccccc1NNC(=O)CCc1ccccc1	13.2	-21.3	1.0	-1.4	-2.2	-1.8	10.6	-25.8	6.8	2.8	-2.0
CC(=O)C1=NN(c2ccccc2)C(c2cccs2)N1c1ccc(N(C)C)cc1 (stereo not drawn)	31.4	35.6	21.9	16.5	-13.1	19.3	13.7	16.0	-12.4	-7.0	11.5
O=C(CSCc1ccc(Cl)cc1)N1CCOCC1	-10.3	-26.5	3.0	-0.4	-19.8	16.8	-12.9	-14.2	-0.7	-27.7	20.4
Cn1c(=O)c2c(nc(SCC(=O)NCC3CCCO3)n2Cc2ccc(F)cc2)n(C)c1=O (stereo not drawn)	9.2	-11.8	-17.8	-4.0	-6.8	14.4	5.7	4.4	-8.0	-18.8	-10.5
COc1ccc(C(C(=O)NC2CCCC2)N(CCN(C)C)C(=O)c2snc(C(N)=O)c2N)cc1 (stereo not drawn)	-27.6	-20.9	1.9	-1.5	-47.3	-0.8	-13.3	-19.0	14.2	-13.6	4.7
COc1ccc(NC(=O)Cc2nnc(N)s2)cc1	1.2	5.7	10.3	-0.5	-14.5	15.3	5.9	-41.2	-6.3	-16.5	-9.6
OC(Cc1ccccc1Br)c1ncc(-c2ccc(Cl)cc2)[nH]1 (stereo not drawn)	-15.7	1.7	15.6	nt	-16.1	42.8	-10.7	-15.0	-12.3	-2.4	-14.7
CCc1nnc(NC(=O)CC23CC4CC(CC(Br)(C4)C2)C3)s1	-10.6	-32.2	-12.7	-0.2	-2.2	-1.8	-4.2	-18.9	-1.0	9.5	6.6
NC(=O)CC(NC(=O)Cc1ccc(Cl)cc1)c1ccc(NCCN2CCOCC2)c([N+](=O)[O-])c1 (stereo not drawn)	-0.5	-13.0	-4.5	-3.4	5.5	-1.5	0.8	-5.6	-5.3	4.5	-0.8
Cn1nc(C(=O)N2CCc3ccccc3C2)c2ccccc2c1=O	-6.2	-12.2	-1.1	9.7	-11.1	-8.1	-4.9	-5.4	3.2	2.0	-10.6
CS(=O)(=O)N(CC(=O)NCCSCc1ccccc1)c1ccccc1Cl	-13.1	7.7	-11.8	-6.8	-11.1	-12.5	9.5	9.4	5.6	-4.6	2.6
OC[C@H]1O[C@@H](c2nc(-c3ccc4c(c3)CCO4)no2)[C@H](O)[C@@H](O)[C@H]1O	-7.9	-24.5	3.3	nt	-3.5	-12.8	-6.4	17.9	-4.0	10.8	0.3
N#CC1(C(N)=O)OC12CCS(=O)(=O)c1ccccc12 (stereo not drawn)	0.7	3.6	4.3	3.8	-3.8	17.6	-14.0	-23.9	-8.2	-1.5	12.9
Cc1nc2nc(C)c(NS(=O)(=O)c3ccc(Cl)cc3)c(=O)n2[nH]1	-6.2	16.0	-1.1	-6.7	0.2	3.6	-5.7	-23.8	11.2	4.0	40.3

No enrichment for hits. Share with any hit: about 4.2%.
